Screening data deposited in PubChem BioAssay by several laboratories.
proCasp7 act = counter-screen for procaspase-3 activators: activators of human procaspase-7 | P55210 | 330,000 compounds, 0.093% hits | AID 463210 | recombinant procaspase-7, Ac-DEVD-pNA absorbance 405 nm; D23A/D198A/D206A triple mutant, cannot self-cleave; scale: DMSO 0, 5 µM enzyme 100 | activation, % at 8.5 µM;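 active means percent activation above the screen-wide mean plus 3 SD, cut at about 25% in these data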
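Assay system – Uncleavable procaspase-7 mutant enzyme · Quantity – 2 µM procaspase-7 mutant as dispensed · Times – 1 h preincubation, 2 h reaction · Dosing – single nominal 8.5 µM compound dose, 0.8% DMSO final · Buffer or medium – Zinc-free 50 mM HEPES buffer, pH 7.4, with NaCl and Triton X-100 · Detection – Epi-absorbance of released pNA at 405 nm, two timepoints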
AHR act = activators of human aryl hydrocarbon receptor; AHR-responsive luciferase reporter cells, luminescence; 320,000 compounds, 2.5% hits; activation, % at 5 µM; in the data active means activation above about 47%;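 further: 0% = vehicle wells and 100% = reference agonist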
EBNA-1 inh = blocks EBNA-1 binding to DNA; EBNA-1 DNA binding, fluorescence polarization; inhibition, % at 14.8 µM; 300,000 compounds, 0.34% hits; AID 1950; in the data active means inhibition above about 28%
MEP2-GFP yeast = yeast TOR pathway MEP2-GFP modulation | S. cerevisiae MEP2-GFP strain, flow cytometry GFP, 3 h; 100% = DMSO control level | GFP response vs DMSO, % at 10 µM | 330,000 compounds, 0.51% hits;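 active means GFP response versus DMSO above a set limit, roughly screen mean plus 3 SD, cut at about 180% in these data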;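 further: median GFP fluorescence of the barcode-gated MEP2-GFP cells per well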
RPL19A TOR yeast = yeast TOR pathway RPL19A-GFP modulation; AID 2025; percent response vs DMSO, % at 10 µM; 330,000 compounds, 0.3% hits; S. cerevisiae RPL19A-GFP strain, flow cytometry, 3 h; hits give low values;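 active means percent response vs DMSO below 50%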;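 further: median channel GFP fluorescence of the barcoded RPL19A-GFP strain; ratio of sample median GFP to plate DMSO average so 100% = DMSO; lower means less RPL19A-GFP as with rapamycin TOR inhibition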
LAP4 TOR yeast = yeast TOR pathway LAP4-GFP modulation | S. cerevisiae LAP4-GFP multiplex, flow cytometry GFP, 3 h; median GFP as percent of DMSO wells | GFP response vs DMSO, % at 10 µM | 320,000 compounds, 0.34% hits | AID 2023;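 active means GFP response vs DMSO above a set limit, about the screen mean plus 3 SD, cut at about 150% in these data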
ZTA counter = blocks Epstein-Barr virus ZTA, an EBNA-1 counter-screen. P03206. ZTA-DNA binding, fluorescence polarization. inhibition, % at 11 µM. 320,000 compounds, 0.15% hits. AID 2234; in the data active means inhibition above about 33%
proCasp3 act = activators of human procaspase-3 | activation, % at 8.5 µM | recombinant procaspase-3 D3A, Ac-DEVD-pNA absorbance 405 nm | 330,000 compounds, 0.11% hits;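 active means activation above the mean of all tested compounds plus 3 SD, cut at about 21% in these data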;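 further: 0% = DMSO alone and 100% = DMSO wells spiked with extra 5 µM PC-3 D3A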
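Test system: Procaspase-3 D3A mutant; medium: Zinc-free HEPES/NaCl buffer with 0.01% Triton X-100 at pH 7.4; reagent: DEVD-pNA substrate; doses: one concentration, 8.5 µM nominal, 0.8% DMSO; times: 1 h preincubation plus 2 h reaction at 25 °C; signal: Epi-absorbance at 405 nm of released p-nitroaniline, 0 and 120 min; replicates: singlicate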
Starred values were filed as active, the others as inactive; . = no result given; & = joins results of further samples. Random draw from the library; 3.8% or so of the library scored in one or more.

SMILES	proCasp7 act	AHR act	EBNA-1 inh	MEP2-GFP yeast	RPL19A TOR yeast	LAP4 TOR yeast	ZTA counter	proCasp3 act
Cc1oc(-c2ccc(Cl)cc2)nc1CN1CCC(C(=O)NCCCN2CCOCC2)CC1	5	5	-10	117	100	109	-14	5
COc1ccc(NC(=O)C2C3C=CC4(O3)C2C(=O)N(CCCN2CCCC(C)C2)C4C(=O)NC2CCCCC2)cc1 (stereo not given)	-13	-1	-1	101	96	86	-8	-3
COc1ccc(CNCc2ccc(F)cc2)c(OC)c1	7	0	0	91	101	84	1	3
COc1ccc(OCC(=O)O/N=C(\N)Cc2ccc(Cl)cc2Cl)cc1	7	2	-1	105	110	114	0	5
O=C(COc1ccc(Br)cc1)Nc1nc(-c2cccnc2)cs1	12	30	-1	105	113	94	-6	-6
Cn1c2c(c(=O)n(C)c1=O)CN(CCCN1CCOCC1)CN2	-1	2	10	100	97	94	1	5
CCn1cc(C(=O)NCCCN2CCC(C)CC2)c(=O)c2cc(S(=O)(=O)N(C)C3CCCCC3)ccc21	-3	2	-26	111	106	105	-4	17
Cc1ccc(S(=O)(=O)N(C)C)cc1NC(=O)CCCNC(=O)c1ccc(Cl)cc1	-1	0	-5	102	97	95	2	0
NS(=O)(=O)c1ccc(CNC(=O)c2cc(=O)c3cc(Cl)ccc3o2)cc1	8	1	3	97	99	87	13	4
COc1ccccc1NS(=O)(=O)c1c(C(=O)N2CCCC2)c(C)n(C)c1C	11	1	-3	96	99	91	6	5
CN(C)c1ccc(/C=C(\NC(=O)c2ccccc2)C(=O)NCCCn2ccnc2)cc1	8	7	4	103	92	88	7	8
C#Cc1ccc([C@H]2C=C(C(=O)NCc3nc4ccccc4[nH]3)O[C@@H](OCC)[C@@H]2CCCO)cc1	-6	4	-9	89	95	99	5	0
O=C(C1CCCN(S(=O)(=O)c2cnc[nH]2)C1)N1CCN(Cc2ccccc2)CC1 (stereo not given)	-6	0	-6	102	93	91	-9	10
O=C(N/N=C/c1cccs1)c1cc(-c2ccc(Cl)s2)[nH]n1	1	32	-15	102	104	96	-16	11
O=C(Cc1cccs1)Nc1ccc(S(=O)(=O)Nc2ncccn2)cc1	11	-2	1	103	87	99	15	1
O=C(CN1CCN(Cc2ccccc2)CC1)Nc1cccc(Cl)c1	5	6	-11	105	97	97	-12	-2
CCOC(=O)Cn1c2ccc(OC)cc2c2nc3ccccc3nc21	8	13	0	101	100	106	7	3
COCCN(C(=O)CSc1nc2ccc(C)cc2[nH]1)c1c(N)n(Cc2ccccc2)c(=O)[nH]c1=O	6	11	8	91	95	93	-1	7
CCN(CC)c1ccc(NC(=O)CSc2nc(C)cc(=O)[nH]2)cc1	5	9	-6	109	103	106	-10	7
Nc1nc(C(=O)N2CCOCC2)nn1S(=O)(=O)c1ccccc1	7	2	-7	94	96	98	-1	-3
CCc1cccc(CC)c1NC(=O)NC1CCCCC1	3	0	9	108	104	95	-15	3
O=C(OCc1nc2ccc(Cl)cc2n1CCO)c1ccc(O)cc1	-4	7	4	96	101	85	7	2
CC(C)(C)c1ccc(CSc2nnc(-c3ccccn3)n2Cc2ccco2)cc1	11	1	-1	105	98	105	9	1
O=C(Cn1cnc2c(nnn2-c2ccc(F)cc2)c1=O)N1CCCC1	-7	2	-9	88	85	91	7	5
Cc1nc(C(=O)NNC(=O)c2cccc(Cl)c2)c(C(F)(F)F)o1	2	0	-4	109	101	115	-30	11

Complete entries, quoted from the list. Order of values: proCasp7 act, AHR act, EBNA-1 inh, MEP2-GFP yeast, RPL19A TOR yeast, LAP4 TOR yeast, ZTA counter, proCasp3 act
COc1ccc(NC(=O)C2C3C=CC4(O3)C2C(=O)N(CCCN2CCCC(C)C2)C4C(=O)NC2CCCCC2)cc1 (stereo not given) in the list: -13, -1, -1, 101, 96, 86, -8, -3
O=C(COc1ccc(Br)cc1)Nc1nc(-c2cccnc2)cs1 in the list: 12, 30, -1, 105, 113, 94, -6, -6
O=C(C1CCCN(S(=O)(=O)c2cnc[nH]2)C1)N1CCN(Cc2ccccc2)CC1 (stereo not given) in the list: -6, 0, -6, 102, 93, 91, -9, 10
CCN(CC)c1ccc(NC(=O)CSc2nc(C)cc(=O)[nH]2)cc1 in the list: 5, 9, -6, 109, 103, 106, -10, 7
COc1ccc(OCC(=O)O/N=C(\N)Cc2ccc(Cl)cc2Cl)cc1 in the list: 7, 2, -1, 105, 110, 114, 0, 5

Additional compounds.
SMILES	proCasp7 act	AHR act	EBNA-1 inh	MEP2-GFP yeast	RPL19A TOR yeast	LAP4 TOR yeast	ZTA counter	proCasp3 act
CCOC(=O)c1nn(-c2ccccc2F)c2nc(Nc3ccccc3)cc(=O)n12	7	4	11	104	103	99	-2	0
CCOC(=O)c1c(NC(=O)C2CCCN(S(=O)(=O)c3ccc(C)cc3)C2)sc2c1CCCC2 (stereo not given)	3	-1	0	105	105	92	-2	5
O=C(Nc1ccc(F)c(Cl)c1)C1CC(=O)N(Cc2ccco2)C1 (stereo not given)	6	1	.	102	103	100	-21	5
Cc1ccc(C)c(S(=O)(=O)N2CCN(C(=O)c3cnccn3)CC2)c1	0	1	4	101	98	96	-2	3
Cc1nn(C)c(C)c1NC(=O)Nc1cccc(C(F)(F)F)c1	14	2	4	116	110	118	1	8
COc1cc(/C=C2\C(=O)N(c3ccc(S(N)(=O)=O)cc3)N=C2C)ccc1OC(=O)c1ccco1	9	0	-1	106	99	83	4	4
N/C(=N\c1nc(CSc2nc3ccccc3s2)cc(=O)[nH]1)Nc1ccc(F)cc1	4	30	-4	98	98	94	-7	6
Cc1ccccc1NC(=O)C1CC(=O)N(c2ccccc2F)C1 (stereo not given)	2	-2	7	98	94	96	4	-3
CCC(Oc1ccccc1)C(=O)Nc1ccc(S(=O)(=O)Nc2cc(C)on2)cc1 (stereo not given)	4	1	2	95	96	92	-1	0
COc1cc(C(=O)Oc2cccc(C(=S)N3CCOCC3)c2)cc(OC)c1OC	5	3	7	94	101	75	-10	-7
CN(C)CC/C=C1/c2ccccc2Sc2ccc(Cl)cc21	-7&13	25&-1	8&-4	100&99	97&98	128&114	-17&13	4&0
CCOC(=O)C(NC(=O)c1ccccc1)(Nc1cc(C)on1)C(F)(F)F (stereo not given)	6	0	-3	94	100	99	-8	3
CC(C)(C)n1nc2c(c1NC(=O)c1cc3ccccc3o1)CSC2	-12	-1	-6	107	102	98	7	2
COc1ccc(CNC(=O)CN(C(=O)c2snc(C(N)=O)c2N)c2ccccc2F)cc1	7	0	-10	91	96	81	-27	-14
O=c1cnnc(SCCc2ccccc2)[nH]1	-12	3	3	110	102	104	-11	-1
COc1ccc(Cl)cc1C(=O)Nc1ccccc1N1CCN(C(=O)C(C)C)CC1	14	14	8	99	96	116	14	2
Cc1cc(=S)n(-c2ccccc2)n1C	0	1	-4	110	105	98	-11	1
COc1ccc(NCC(=O)NN=C2CCS(=O)(=O)c3ccc(F)cc32)cc1	0	14	.	108	97	113	.	6
COc1ccc(C(CC(=O)N2CCOCC2)c2c(OC)cc(OC)c3ccc(=O)oc23)cc1 (stereo not given)	5	4	-1	99	101	90	-3	-6
O=C(COC(=O)c1cncc(Br)c1)NC1CC1	-5	1	-7	102	102	95	-11	3
CC1CCCCN1CCCNC(=O)CN1C(=O)c2cccnc2Oc2ccccc21 (stereo not given)	-3	1	-3	90	94	97	6	-6
CCN(CC)S(=O)(=O)c1cccc(C(=O)Oc2cccnc2)c1	5	1	9	101	103	100	-4	-7
Cc1cccc(N2CN(Cc3ccco3)CNC2=S)c1C	-4	1	-8	101	99	95	-2	-11
CCCC12CN3CC(C)(CN(C1)C3c1cccs1)C2=O (stereo not given)	6	1	-5	101	97	104	-1	5
COc1cc2c(C(=O)N3CCN(C)CC3)c(C)oc2cc1Br	2	2	-12	104	106	92	5	-2
(more compounds)
SMILES	proCasp7 act	AHR act	EBNA-1 inh	MEP2-GFP yeast	RPL19A TOR yeast	LAP4 TOR yeast	ZTA counter	proCasp3 act
Cn1c(NCCc2ccccc2)cc(=O)n(C)c1=O	7	1	-4	92	89	91	2	-6
COc1cc(NC(=O)C2CC2)c(C(=O)O)cc1OC	-2	0	7	103	101	103	11	2
CCOc1ccc(CC(=O)Nc2nccs2)cc1	4	2	8	106	98	105	1	15
O=C(O)c1ccccc1SCc1ccc2c(c1)OCO2	-4	0	-12	102	96	109	-2	-4
COc1ccc(OC)c(C(C(=O)NC2CCCCC2)N(C(=O)c2ccccn2)c2cccnc2)c1 (stereo not given)	6	1	2	104	99	101	10	7
c1ccc(CCNc2ncnc3c2nnn3Cc2ccccc2)cc1	-1	4	24	99	96	90	-3	2
CC1CCN(C(=O)COC(=O)C2CCN(S(=O)(=O)c3ccc(Cl)c(C(F)(F)F)c3)CC2)CC1	6	-2	1	102	99	102	6	6
CN1CCN(S(=O)(=O)c2cccc(C(=O)Nc3sc4c(c3C(N)=O)CCCC4)c2)CC1	-16	14	-20	99	100	94	5	-16
COC(=O)CCNc1ccc2c(c1)OCCO2	-4	2	6	101	104	101	3	-7
CN1C[C@@H]2C(c3ccccc3)C3(c4ccc(C#N)cc4)CC2(C3)[C@H]1c1ccccc1 (stereo not given in full)	-18	2	0	106	99	94	-9	-2
Nc1nc2nc(-c3ccccc3)cc(C(F)(F)F)c2s1	0	68*	-2	107	104	117	-4	8
CCN(CCNC(=O)C1CCN(S(=O)(=O)c2c(C)noc2C)CC1)c1ccccc1	1	-1	-6	106	102	103	-8	12
CSc1cccc(NC(=O)C2C3C=CC4(O3)C2C(=O)N(CCN2CCOCC2)C4C(=O)NC2CCCCC2)c1 (stereo not given)	-4	1	1	106	107	100	-18	-3
COc1ccc(-n2nnnc2CNC(=O)C(=O)c2c(C)[nH]c3ccccc23)cc1	1	9	-7	95	98	104	6	-3
COC(=O)c1ccccc1S(=O)(=O)N1CCC(C(=O)OCc2ccc([N+](=O)[O-])cc2)CC1	7	-1	6	104	97	102	6	-2
COc1cccc(NC(=O)CC2Oc3ccccc3NC2=O)c1 (stereo not given)	5	23	2	108	106	99	2	3
Cc1cc(C(F)(F)F)cc(NNC(=O)NC(=O)c2ccc(Cl)cc2)n1	-8	1	-3	99	102	110	15	-3
CCCCN(C(=O)/C=C/c1ccco1)c1c(N)n(CCC)c(=O)[nH]c1=O	0	3	20	102	96	102	5	-1
CCC(C)(C)NC(=O)CN(C(=O)c1ccc(N2CCCC2)nc1)c1ccc(F)cc1	-6	0	-6	89	94	71	8	6
COCCOC(=O)C(C#N)c1nc2ccccc2nc1N1CCN(Cc2ccccc2)CC1 (stereo not given)	0	1	0	104	100	104	10	-5
CS(=O)(=O)N(CCc1ccccc1)CC(=O)NCc1ccccc1Cl	1	3	-3	97	99	103	-5	-4
CCOc1ccccc1OCCC(=O)Nc1ccc2c(c1)OCO2	-7	17	.	106	101	94	.	9
COc1ccc(OC)c(NC(=O)COC(=O)c2ccc(-n3cnnn3)cc2)c1	6	2	-11	99	100	93	10	-11
CC(C)CC(c1nnnn1Cc1ccc(F)cc1)N1CCC(C(N)=O)CC1 (stereo not given)	10	-1	-9	98	93	98	6	-1
Oc1cccc2ccc(/C=C/c3c(F)cccc3Cl)nc12	10	41	6	99	97	98	5	6
Cn1c(C(O)c2ccccc2F)nc(Cl)c1Cl (stereo not given)	-6	-3	11	100	99	94	9	-2
N#Cc1c(C(F)(F)F)cc(-c2cccs2)nc1SC(C(=O)O)c1ccccc1 (stereo not given)	-5	11	11	100	101	103	17	-6
Nc1nc(SCc2nc3scc(-c4cccs4)c3c(=O)[nH]2)n[nH]1	-4	33	0	106	97	103	-1	2
COC(=O)c1ccc(COc2ncnc3c(Cl)cc(Cl)cc23)o1	0	13	-2	97	98	104	-18	3
